# Screening data deposited in PubChem BioAssay by National Center for Advancing Translational Sciences (NCATS).
# TSHR antag: human thyrotropin receptor antagonism; P16473; TSHR-expressing cells, TSH-stimulated cAMP HTRF, 2 h; active compounds read low; activity change, negative = inhibition, % at 11.5 µM; 330,000 compounds, 0.2% hits; AID 504810;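 active means activity change below a set negative limit, meaning inhibition stronger than a set level, cut at about -70% in these data; inconclusive means activity change between two set negative limits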; further: on the % scale 0 is the no-effect control and ±100 the full control effect
#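 Inhibition of cAMP made by TSHR-expressing cells under TSH stimulation (4nM final, EC80; 2 h, 37 deg C) is quantified with a one-step lysis HTRF kit, anti-cAMP cryptate versus cAMP-d2.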
# TCR activator: activates T cell receptor signaling | primary human leukocytes, anti-CD3, IL-2 HTRF, 48 h | Potency, µM (highest dose often 9.22 µM), for the others: top-dose activation of IL-2 secretion, actives largely listed as activators | 330,000 tested, under 10 active | AID 504894; further: % of control where 0% means no effect
#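 Activity was scored as IL-2 release from primary human leukocytes given only a TCR signal (a-CD3 beads) plus compound for 48 hr. Detection used a two-antibody HTRF format read at 665nm.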
# BCR signal inh: blocks chronic active B-cell receptor signaling; ABC-DLBCL IkBa-CBG/CBR reporter, luminescence ratio, 4 h; Potency, µM (highest dose often 46.1 µM), inactives show at the highest dose ratio change, negative = lower green/red ratio, actives largely listed as inhibitors; 340,000 compounds, 0.05% hits; AID 493014; active means well fitted inhibition curve with a large enough effect in the signal ratio, with a control signal flat, not every such curve was filed as active; inconclusive means small, poorly fitted or top-dose-only effect, or effect the other way, or a change in a side signal; the % refers to the signal ratio;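 further: potency means the concentration at half of the fitted maximal effect; plate controls were basal doxycycline-induced cells for no effect and cells given 10 µM MG132 for full effect; MG132 reads +100%, hits lower the ratio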
#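 Cell line TMD8 (human ABC DLBCL), stably expressing tet-inducible CBG68-IkBa fusion and CBR; IMDM/0.5% FBS; cpd up to 46 uM; dox induction, 4 h, 37C/5% CO2; dual luminescence; green/red ratio; MG132 control.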
# GALK inhibitor: blocks human galactokinase activity. 270,000 compounds, 0.007% hits. P51570. Purified GALK, Kinase-Glo residual ATP luminescence. Potency, µM (doses to about 57.5 µM), for inactives: top-dose activity change, negative = inhibition, hits mostly inhibitors; further: potency means the concentration at half of the fitted maximal effect; on the % scale 0 is the no-effect control and ±100 the full control effect
#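 Compounds were pin-transferred into ATP buffer (35 uM final), then GALK plus galactose (5 nM, 100 uM final) was added. After 1 h at room temperature, Kinase-Glo Plus was added and luminescence read after 10 min.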
# A-T KAP1 phos: candidate therapy for ataxia-telangiectasia; […] A-T fibroblasts, KAP-1 phosphorylation AlphaLISA; neocarzinostatin DNA damage 30 min before lysis; Potency, µM (titrated, usually from 57.5 µM), inactives show top-dose activation, actives largely listed as activators; 320,000 compounds, 0.19% hits; further: potency means the concentration at half of the fitted maximal effect; % of control where 0% means no effect; nearly all actives have a fitted effect of over 45% in size
#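 hTERT-immortalized A-T patient fibroblasts ([…]), 500 cells/well in OPTI-MEM, 1% FBS, got compounds for 60 min, then NCS for 30 min at 37C. Lysates were then assayed for phospho-KAP-1 by AlphaLISA (anti-pKAP1 donor, anti-KAP1 acceptor beads), 6 hr at 25C.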
# FBPA coupling cs: counter-screen for Giardia aldolase inhibitors: coupling enzyme system | 290,000 compounds, 0.67% hits | coupling enzyme system counterscreen, AmpLite Red fluorescence | AID 2472 | activity change, negative = inhibition, % at 58.2 µM, hits read low; in the data active means activity change below about -30%; further: on the % scale 0 is the no-effect control and ±100 the full control effect
#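 Compounds tested against the coupling enzymes alone at 57.5 uM final; readout was AmpLite Red fluorescence (525/598 nm) after 20 min at RT.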
# CXXC DNA block: MLL CXXC-DNA interaction inhibition; AID 2662; 290,000 compounds, 0.037% hits; Potency, µM (titrated, usually from 115 µM), for inactives: top-dose activity change, negative = inhibition, most hits filed as inhibitors; Q03164; MLL-CXXC / FITC-HOXA9 DNA fluorescence polarization; active means well fitted inhibition curve with a large enough effect in the polarisation, with a control signal flat, not every such curve was filed as active; inconclusive means small, poorly fitted or top-dose-only effect, or effect the other way, or a change in a side signal; inactive means no such curve, though single readings can be large or run the other way; the % refers to the polarisation; further: potency means the concentration at half of the fitted maximal effect
#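 Steps: dispense CXXC domain solution (7 uM) → pin compounds or unlabeled HOX-A9 DNA control → 5 min ambient → add FLSN-HOX-A9 solution (50 nM) → spin → 30 min ambient → fluorescence polarization. Tris pH 7.5/NaCl/DTT/BSA buffer.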
# KCNH2 WT inh: KCNH2 (human, wildtype) channel inhibition; U2OS, BacMam KCNH2, thallium flux FluxOr; active compounds read low; activity change, % at 1.84 µM; 340,000 compounds, 0.37% hits; AID 720551;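 active means maximum activity change below -70%; inconclusive means maximum activity change between -70% and -50%; inactive means maximum activity change above -50%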; further: on the % scale 0 is the no-effect control and ±100 the full control effect
# Target sequence (Q12809 whole entry, looked up): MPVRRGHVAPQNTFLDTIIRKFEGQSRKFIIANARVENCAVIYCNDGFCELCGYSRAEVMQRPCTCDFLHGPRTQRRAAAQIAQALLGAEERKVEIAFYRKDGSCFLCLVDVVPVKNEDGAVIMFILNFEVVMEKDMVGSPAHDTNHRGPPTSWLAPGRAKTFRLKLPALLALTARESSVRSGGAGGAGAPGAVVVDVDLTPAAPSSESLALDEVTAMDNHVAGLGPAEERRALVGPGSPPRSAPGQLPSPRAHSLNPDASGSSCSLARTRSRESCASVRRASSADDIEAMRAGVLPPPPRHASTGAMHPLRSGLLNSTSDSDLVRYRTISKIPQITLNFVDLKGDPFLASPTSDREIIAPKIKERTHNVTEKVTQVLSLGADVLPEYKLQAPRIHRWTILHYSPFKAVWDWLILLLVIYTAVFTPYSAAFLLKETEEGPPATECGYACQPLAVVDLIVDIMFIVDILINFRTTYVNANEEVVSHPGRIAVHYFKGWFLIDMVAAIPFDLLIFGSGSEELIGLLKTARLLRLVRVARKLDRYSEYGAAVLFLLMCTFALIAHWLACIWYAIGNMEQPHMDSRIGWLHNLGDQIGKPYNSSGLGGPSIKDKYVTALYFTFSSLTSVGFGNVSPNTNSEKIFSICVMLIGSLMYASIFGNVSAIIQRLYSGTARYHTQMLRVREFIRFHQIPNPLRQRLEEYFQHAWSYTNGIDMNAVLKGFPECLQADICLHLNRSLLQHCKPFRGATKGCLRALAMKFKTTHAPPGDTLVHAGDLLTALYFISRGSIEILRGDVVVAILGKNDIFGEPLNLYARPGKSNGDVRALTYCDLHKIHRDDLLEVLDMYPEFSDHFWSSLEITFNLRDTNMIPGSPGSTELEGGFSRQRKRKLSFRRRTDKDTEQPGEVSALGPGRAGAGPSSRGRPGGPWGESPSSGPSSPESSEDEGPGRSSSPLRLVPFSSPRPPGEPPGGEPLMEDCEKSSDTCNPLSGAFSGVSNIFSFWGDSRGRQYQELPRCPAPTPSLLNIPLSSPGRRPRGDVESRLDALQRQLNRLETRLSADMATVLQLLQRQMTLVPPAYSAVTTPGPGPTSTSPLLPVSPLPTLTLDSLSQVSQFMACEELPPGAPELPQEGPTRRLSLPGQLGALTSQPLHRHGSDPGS
#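 U2OS cells were transduced with wild-type KCNH2 virus (2.03 x 10^8 / mL) for 4 h at room temperature, then cultured overnight at 37 C. Thallium flux was read with FluxOr dye. Rate constants were normalized to DMSO controls.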
# Giardia kill: Giardia lamblia killing; Giardia lamblia trophozoite viability; activity change, % at 7.66 µM, hits read low; 340,000 compounds, 0.15% hits; AID 540267; in the data active means activity change below about -80%; inconclusive means between about -30% and that limit;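 further: parasites exposed to compound for two days anaerobically before the ATP read; on the % scale 0 is the no-effect control and ±100 the full control effect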
#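 Giardia trophozoites, 100 cells per well, were exposed to compounds for 48 hrs at 37 deg C under anaerobic conditions; viability was then read as ATP content by bioluminescence after 15-30 min at room temperature.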
# Tb PFK block: blocks T. brucei phosphofructokinase; O15648; T. brucei PFK, ADP-Glo luminescence; Potency, µM (titrated, usually from 57.5 µM), without a hit: at the top dose activity, negative = inhibition, hits mostly inhibitors; 330,000 compounds, 0.17% hits; AID 485367;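 further: potency means the concentration at half of the fitted maximal effect; 0% = uninhibited 1x PFK enzyme wells and -100% = no-enzyme wells; nearly all actives have a fitted effect of over 60% in size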
#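 ADP-Glo luminescence quantified ADP after 45 min at room temperature, with 1.25 nM T. brucei PFK, 0.1 mM ATP and 0.5 mM fructose-6-phosphate in pH 8.0 TEA buffer. qHTS titrations up to 57 µM; curves classified by quality.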
# Starred values were filed as active, the others as inactive; ? = inconclusive; . = not tested or not shown; [ ] = another dose, or the depositor's remark. Unless noted, the call rests on the fitted dose curve; in most records, active means well fitted curve in the direction sought with a large enough effect; inconclusive means small, poorly fitted or top-dose-only effect, or another doubt; inactive means no such curve, though single readings can be large; an effect the other way counts as inactive or inconclusive.
SMILES,TSHR antag,TCR activator,BCR signal inh,GALK inhibitor,A-T KAP1 phos,FBPA coupling cs,CXXC DNA block,KCNH2 WT inh,Giardia kill,Tb PFK block
CC[C@@]1(C(=O)OC)N[C@H](CN(C)S(=O)(=O)c2ccc(C(C)(C)C)cc2)[C@@H]2C(=O)N(Cc3ccccc3)C(=O)[C@@H]21,-9,1%,1%,.,1%,.,.,4,-4,1%
COc1cc(CC(=O)OCC(=O)NC2CCCCC2C)cc(OC)c1OC (configuration not stated),0,-1%,-1%,.,-3%,.,.,3,0,0%
CC(C(=O)OCC(=O)c1cccc([N+](=O)[O-])c1)N1C(=O)C2C3C=CC(C3)C2C1=O (configuration not stated),4,3%,4%,6%,2%,2,2%,0,-15,0%
O=C(NCc1ccccc1)c1n[nH]nc1-c1ccccc1O,3,0%,?,9%,4%,2,10%,-3,3,-1%
CN(c1ccc(C(=O)Nc2cccnc2)cc1)S(=O)(=O)c1ccccc1,-6,0%,-2%,-1%,4%,-5,1%,-14,-12,2%
CCCCCCc1c(C)c2ccc(OCC(=O)N[C@@H](Cc3ccccc3)C(=O)O)cc2oc1=O,-9,-4%,9%,.,5%,10,-13%,3,6,-4%
CCn1ncc(C2=NOC(C(=O)N3CCC(C(N)=O)CC3)C2)c1C (configuration not stated),30,3%,1%,1%,?,-1,1%,-10,-19,1%
Cc1cc(C)cc(NC(=O)c2ccc(Cn3nc(C)c(Cl)c3C)o2)c1,2,-10%[46.1 µM],-3%,0%,-2%,0,0%,-14,-3,1%
CC(=O)n1nc(-c2ccco2)nc1SCc1ccccc1,0,-4%[46.1 µM],-14%,-2%,-1%,1,14%,4,10,-2%
CCc1nnc2c3cnn(-c4ccccc4)c3ncn12,.,7%,?,0%,6%,-4,-1%,-3,-20,2%
CC(C)C(NC(=O)C1CCCCC1)C(=O)Nc1ccncc1 (configuration not stated),-2,8%,7%,0%,0%,0,2%,-3,7,4%
O=C(Nc1cccnc1)c1ccc(Cl)c(S(=O)(=O)N2CCCC2)c1,-3,-2%,6%,1%,6%,0,2%,3,21,0%
COc1cc2cnc(-c3ccsc3)cc2cc1OC,-9,9%,?,.,-6%,.,.,2,?,3%
Cc1ccc(NC(=O)N2CCOCC2)c(C)c1,21,-16%,7%,1%,-2%,1,-7%,0,-8,4%
CC(C)C[C@H](NC(=O)[C@H]1N2C(=O)c3ccccc3C2SC1(C)C)C(=O)N[C@@H](Cc1ccccc1)C(=O)O (some centres not stated),35,3%,4%,.,3%,3,5%,-1,13,-1%
S=c1[nH]nc(-c2cccc(Cl)c2)n1Cc1ccccc1,-13,-4%[46.1 µM],0%,-1%,10%,-3,-8%,-8,-5,-4%
CCC1(c2ccc(F)cc2)NC(=O)N(CC(=O)Nc2ccccc2C)C1=O (configuration not stated),3,0%,13%,4%,0%,1,2%,3,3,0%
CCOc1cccc(-c2nnc(SCC(=O)Nc3cc(C)ccc3OC)n2N)c1,24,4%,?,2%,?,2,-4%,8,0,3%
S=c1[nH]nc(-c2ccc(Cl)cc2)n1/N=C/c1cccs1,1,-3%,14%,2%,1%,6,-5%,-3,14,-14%
O=C(NC1CCN(Cc2ccccc2)CC1)c1ccccc1NS(=O)(=O)c1ccc(F)cc1,-1,-3%,-6%,.,2%,.,.,44,10,2%
Cc1cc(C(=O)N2CCN(Cc3ccccc3)CC2)ccc1[N+](=O)[O-],25,7%,1%,6%,-14%,-5,-14%,4,1,-7%
CCOC(=O)C(C)Oc1ccccc1C1NC(=O)NC(C)=C1C(=O)Nc1ccc(C)c(C)c1 (configuration not stated),-3,1%,-4%,1%,2%,0,0%,6,1,-5%
Cc1ccc(CN2CCN(CC3CC4C=CC3C4)CC2)cc1 (configuration not stated),11,1%,-5%,-1%,-2%,-1,-2%,25,0,-8%
CN(CC(=O)Nc1ccccc1Cl)C(=O)COC(=O)/C=C/c1ccc(C(F)(F)F)cc1,9,-4%,?,5%,0%,.,17%,21,4,-2%
CCN(CC)CCN1C(=O)C(O)=C(C(=O)c2ccco2)C1c1ccccn1 (configuration not stated),8,7%,-6%,3%,.,-9,0%,-10,0,-4%
O=C(Nc1cccc2ccccc12)NC(Cc1ccccc1)C(=O)O (configuration not stated),-3,-5%,1%,.,-7%,9,9%,-16,-7,2%
CCN(CC)C(=O)/C=C/c1ccccc1,5,11%,-10%,.,17%,.,.,-14,8,2%
Cc1ccc(Nc2c(-c3ccc(N(C)C)cc3)nc3ncccn23)cc1,7,-1%,-1%,0%,5%,1,25%,-4,18,0%
N#Cc1cccc(CN2CCC(=O)N(CCO)CC2)c1,4,-2%,-11%,.,1%,1,1%,-4,6,-1%
CCCNC(=O)NNC(=O)c1cc(-c2ccc3c(c2)OCO3)nc2ccccc12,-6,-5%,?,-7%,13%,.,16%,-15,-7,-5%
CC(C)N(C(=O)COC(=O)[C@H](C)NC(=O)c1ccco1)c1ccccc1,-1,-1%,?,0%,-15%,0,-4%,-13,-9,-2%
Nc1nc(SCC(=O)c2cc3ccccc3o2)n[nH]1,10,2%,-5%,1%,7%[11.5 µM],1,11%,2,-1,0%
COc1cc2[nH]c(=S)n(C3CCN(Cc4ccccc4)CC3)c(=O)c2cc1OC,-1,2%,6%,-2%,2%,-1,13%,-2,11,-7%
COc1ccc(C(=O)C2CCCN(C(=O)c3cc(C)nc(C)n3)C2)cc1OC (configuration not stated),11,6%,13%,2%,-1%,1,1%,8,-1,0%
Cc1ccc(-c2nnn(CC(=O)N(Cc3cccs3)C(C(=O)NC(C)(C)C)c3ccc(C)o3)n2)o1 (configuration not stated),-22,-4%,0%,0%,23%,-4,-3%,-3,-1,1%
O=C1c2ccc(-c3ccc(F)cc3OCc3ccccc3)cc2S(=O)(=O)c2cccc(C(=O)N3CCN(c4ncc(Br)cn4)CC3)c21,16,0%,?,.,-16%,.,.,-5,2,-4%
CCCCC(=O)N1CCCC(C(=O)OCC)C1 (configuration not stated),9,-2%,0%,-2%,-4%,1,7%,2,-7,-6%
COCc1nnc(NC(=O)c2ccc(S(=O)(=O)N(CC(C)C)CC(C)C)cc2)o1,27,1%,3%,1%,-10%,14,2%,-1,7,0%
Cn1c(=O)c2[nH]c(N3CCN(c4ccccn4)CC3)nc2n(C)c1=O,-26,.,?,-1%,14%,0,18%,.,.,-1%
O=C(c1cc2n(n1)C(C(F)(F)F)CC(c1ccco1)N2)N1CCc2ccccc2C1 (configuration not stated),.,-1%,7%,-2%,4%,-3,3%,-1,9,1%
CCOCC(=O)Nc1ccc(F)c(F)c1,.,3%,.,3%,.,1,3%,3,-6,.
Cc1ccc(-c2csc(N(CCCN(C)C)C(=O)c3ccco3)n2)cc1,11,2%,2%,0%,5%,-1,-24%,7,-9,0%
CN1CCNC(=O)C1CC(=O)O (configuration not stated),14,-4%,-9%,0%,-6%,-1,-1%,20,7,-1%
O=C(c1ccc2c(c1)OCO2)N(c1ccccc1)C1C=CS(=O)(=O)C1 (configuration not stated),-11,3%,-9%,-3%,1%,2,18%,2,7,2%
Cc1ncc([N+](=O)[O-])n1CC(=O)Nc1ccccc1F,15,-1%,8%,-1%,0%,-2,-1%,5,-11,2%

# Fetched by structure from the list above (2):
SMILES,TSHR antag,TCR activator,BCR signal inh,GALK inhibitor,A-T KAP1 phos,FBPA coupling cs,CXXC DNA block,KCNH2 WT inh,Giardia kill,Tb PFK block
O=C(c1ccc2c(c1)OCO2)N(c1ccccc1)C1C=CS(=O)(=O)C1 (configuration not stated),-11,3%,-9%,-3%,1%,2,18%,2,7,2%
COc1ccc(C(=O)C2CCCN(C(=O)c3cc(C)nc(C)n3)C2)cc1OC (configuration not stated),11,6%,13%,2%,-1%,1,1%,8,-1,0%

# Next entries.
SMILES,TSHR antag,TCR activator,BCR signal inh,GALK inhibitor,A-T KAP1 phos,FBPA coupling cs,CXXC DNA block,KCNH2 WT inh,Giardia kill,Tb PFK block
CCCCN1C[C@H](Cc2ccccc2)[C@@H](CC(=O)NCc2ccc(OC)cc2)C1=O,2,3%,-4%,.,3%,2,2%,3,-4,0%
O=C(NC1CCCC1)c1cnc2n(c1=O)CCS2,37,5%,-5%,0%,5%,-1,-3%,10,-8,-3%
Cc1ccc(O)c(NC(=O)C2=CC(c3cccs3)=NS(=O)(=O)N2C)c1,-15,-3%,19%,.,-1%,1,.,1,13,1%
COC(=O)c1cc(C(=O)Nc2nnc(CC(C)C)s2)cc([N+](=O)[O-])c1,-4,6%[46.1 µM],?,1%,-5%,6,-1%,-33,-19,2%
CN1CCN(c2ccc(Cl)cc2NC(=O)c2cc(=O)[nH]c3ccccc23)CC1,-6,-2%,0%,.,5%,.,.,8,0,-1%
Cc1ccc(-c2nnc(SCC(=O)N3CCOCC3)nc2-c2ccc(C)cc2)cc1,13,-2%,-1%,-1%,-5%,5,19%,4,?,0%

# This is a random part of the collection (roughly 1.6% active in at least one column).
